Assay outcomes as filed in PubChem.
TTR transcr act – TTR transcription activation, primary screen. SH-SY5Y TTR promoter Gaussia luciferase, luminescence; 100% = recombinant luciferase protein wells. activation, % at 16.7 µM. 1.3% of 92,000 active. AID 1117267;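 active = activation above the mean of all tested compounds plus 3 SD, cut at about 9.5% in these data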;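 note: cells exposed to compounds for one day before reading; 0% = median of all test compound wells on the plate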
Starred values were filed as active, the others as inactive. Some of the compounds tested; count on the stated rates, not on these rows.

TTR transcr act	molecule
3.1	CCOC(=O)NC(=O)COC(=O)c1cccc2ccccc12
2.5	COc1ccc(N2CCN(C(=O)CCS(=O)(=O)c3cccc4nsnc34)CC2)cc1
5.3	O=C(NCc1ccc2c(c1)OCO2)c1cnc2ccccn2c1=O
5.2	COc1ccc(-c2cc3ccccc3oc2=O)cc1
3.0	COc1ccc(CNC(=O)c2cnc(C)cn2)c(OC)c1
-0.5	Cc1cc(=O)oc2cc(OCC(=O)NCC3CCC(C(=O)O)CC3)ccc12 (stereo unspecified)
-1.2	O=C(Cc1ccccc1)N1CCC2(CC1)NCCc1[nH]cnc12
-0.2	O/N=C/c1ccc2ccccc2n1
-1.2	CCOC(=O)C(C)Sc1nc(-c2cccs2)ccc1C#N (stereo unspecified)
0.2	CCNC(=O)COC(=O)c1cc(=O)[nH]c2ccccc12
-2.2	COc1ccc(C2=NN(C(=O)CSc3ncccn3)C(c3ccc(OC)cc3)C2)cc1 (stereo unspecified)
-1.4	COCCOC(=O)C1=C(C)NC(C)=C(C(=O)OCCOC)C1/C=C/c1ccccc1OC
-1.4	O=C(NCc1cccnc1)Nc1ccc(Br)cc1Cl
0.2	COc1ccc(C)cc1NC(=O)C(OC(=O)CNC(=O)c1ccc(Oc2ccccc2)cc1)c1ccccc1 (stereo unspecified)
-1.0	O=C(Nc1ccccc1C(=O)NCc1ccccc1)c1ccccc1
4.8	CC(=O)c1sc(NC(=O)CCS(=O)(=O)c2ccc(Cl)cc2)nc1C
0.1	COc1cccc(CNC(=O)CN2c3cccc4cccc(c34)S2(=O)=O)c1
0.8	O=C(NC(=S)NN1CCOCC1)c1cc(Br)ccc1Cl
0.4	O=C(NCc1ccc(F)cc1)c1cccc2c1C(=O)N(Cc1cccnc1)C2
3.1	C[C@@H]1CN([C@H](C)CO)C(=O)CCCn2cc(nn2)CO[C@H]1CN(C)S(=O)(=O)c1cccc(C#N)c1
1.4	CCOc1ccc(NC(=O)N(CCN(C)C)C(C)c2ccncc2)cc1 (stereo unspecified)
-1.3	Cc1nc(-c2ccncc2)nc(NCCNc2ccc(C(F)(F)F)cn2)c1Cl
-0.4	CN(C)C(=S)N=c1ssc(=S)n1Cc1ccco1
-1.9	O=C(N/N=C\c1ccccn1)c1ccccc1O
-2.8	O=C(NCc1cccnc1)C1CC(=O)N(CCc2ccccc2)C1 (stereo unspecified)
0.2	C1CCc2c(nnc3c2-c2nonc2CC3)C1
0.4	COC(=O)/C(=N\Nc1ccccc1)Sc1nnc(-c2ccc(OC)cc2)n1C
-0.5	N#CCc1c(C#N)c(N)nc(N2CCN(Cc3ccc4c(c3)OCO4)CC2)c1C#N
-2.1	CCc1nc(NCC2CCCO2)c(C#N)c2c1COC(C)(C)C2 (stereo unspecified)
1.3	COc1ccc(CNCc2ccc(C(F)(F)F)cc2)cc1OC
2.8	Nc1c(CO)nnn1-c1ccccc1
-2.8	Cc1ccc2cc(C#N)c(NCCCNC(=O)C3CCCO3)nc2c1 (stereo unspecified)
4.7	CCCCOC(=O)c1ccc(NC(=O)c2cc(Cl)ccc2OC)cc1
2.8	CC(=O)c1ccc(N2CCN(S(=O)(=O)c3ccc(-c4cc(C)no4)s3)CC2)cc1
1.0	Cc1ccc(S(=O)(=O)CC(=O)NCc2ccccc2)cc1
-1.6	O=C(Cc1ccc(Cl)cc1Cl)Nc1ccc(OC(F)F)c(Cl)c1
0.5	CCN(CC)S(=O)(=O)c1ccc(OCC(=O)NC2CCS(=O)(=O)C2)c([N+](=O)[O-])c1 (stereo unspecified)
-1.4	COc1ccc(C(=O)NC(=S)NNC(=O)CCc2ccccc2)cc1
-2.1	CCOC(=O)C1(Cc2cccc(OC)c2)CCN(Cc2cccc(OCC)c2O)CC1
-2.0	CCOC(=O)[C@]12CCCC=C1N(Cc1ccccc1)C(=O)[C@H](CC(=O)NCc1ccc(OC)c(OC)c1)C2
0.7	CCN1CCN(c2ccc(NC(=O)c3ccc(OC)c(S(=O)(=O)N4CCCC4)c3)cc2)CC1
-0.9	COCCN(C(=S)Nc1ccc(OC)cc1)C(C)c1cccs1 (stereo unspecified)
0.2	Cc1sc(NC(=O)CSc2nnc(COc3ccccc3)n2C)c(C#N)c1C
2.0	COc1cccc(CNC(=O)COC(=O)CN(C)S(=O)(=O)c2ccc(NC(C)=O)cc2)c1
1.5	COC(=O)c1ccc(NC(=O)c2ccccc2N(C)S(=O)(=O)c2ccccc2)cc1
-0.4	CCOc1ccccc1OCC(=O)NC1CCSc2ccccc21 (stereo unspecified)
-1.0	COc1cc(-c2nc3cnccn3c2Nc2ccccc2)ccc1O
1.3	COc1cccc(CNC(=O)CC(NC(=O)c2ccccc2)c2ccccc2)c1 (stereo unspecified)
-2.1	COc1ccccc1S(=O)(=O)N(C)C[C@@H]1OCc2cnnn2CCCC(=O)N([C@H](C)CO)C[C@H]1C
-1.3	C[N+](C)(C)CCNC(=O)c1c[nH]c2ccccc12

Further results.
TTR transcr act	molecule
1.9	Cc1onc(-c2ccccc2)c1C(=O)N1CCN(C/C=C/c2ccccc2)CC1
1.1	CCOC(=O)C1(Cc2ccc(OC)cc2)CCN(C(=O)Cc2cccnc2)CC1
-0.7	COc1ccc(/C=C(/NC(=O)c2ccc(C)cc2)C(=O)NCc2ccncc2)cc1
3.7	O=C(Cn1cc(COc2ccc3ccccc3c2)nn1)NS(=O)(=O)c1cccc(OC(F)F)c1
7.6	COC(=O)C1=C(Nc2ccccc2NC(=O)c2ccccc2C(=O)O)CSC1
-0.1	COc1cccc(N=NC2C(=O)N(C(N)=S)N=C2C)c1 (stereo unspecified)
2.1	CCOc1ccccc1C=NN1CCCCCC1
3.1	COC(=O)CCC(=O)N1CCOCCOCCOCC1
1.9	COc1ccccc1Cc1c(C2CCCCC2)nc2ccc(C)cn12
-1.2	Cc1ccc2ccccc2c1C(O)c1ncc(-c2ccccc2F)[nH]1 (stereo unspecified)
0.1	Cc1ccc(CNC(=O)CCOc2ccc(C(C)(C)C)cc2)cc1
0.0	COc1ccccc1OCC(=O)N(Cc1nc(-c2ccc(Cl)cc2)no1)C(C)C
0.1	O=[N+]([O-])C1=CC=C2C(=NC3(CCCCC3)N2O)C1=NCCO
-0.5	CCCC(=O)N1CCCC(c2nc(-c3cccc(OC)c3)no2)C1 (stereo unspecified)
-0.7	O=C(COC(=O)c1cccnc1Cl)Nc1cccc(S(=O)(=O)N2CCCCC2)c1
-1.8	O=[N+]([O-])c1cc(-n2cccc2)ccc1N1CCOCC1
-0.4	Cc1cc2ccccc2c(=O)n1CC(=O)NCCC1=CCCCC1
-0.4	Cc1ccc(C(=O)N/N=C\c2ccccc2[N+](=O)[O-])cn1
-1.0	COC(=O)C(Cc1cnc[nH]1)NC(=O)C1CCC(=O)N1 (stereo unspecified)
1.0	C[C@@H](CN1C2=NC[C@H](Cc3ccc(O)cc3)N2C[C@H]1Cc1ccc(O)cc1)NC(=O)CCC1CCCCC1
-0.8	COc1ccc2nc(SCc3ccccc3C)nc(C)c2c1
-1.0	Cc1c(C(=O)OCC(=O)NC(C)c2ccccc2)oc2ccccc12 (stereo unspecified)
0.6	COC(=O)C[C@@H]1CC[C@@H]2[C@@H](COc3ccc(NC(C)=O)cc3C(=O)N2C)O1
1.0	O=C(NCC1CCCO1)c1cccc(NC(=O)c2ccccc2)c1 (stereo unspecified)
3.1	Cc1cc(C)c(C(=O)c2ccccc2)c(C)c1
-0.2	COc1ccccc1C(=O)N/C(=C/c1ccc(Br)cc1)C(=O)NCCCn1ccnc1
-0.7	CCc1nnc(NC(=O)CSc2nnc(-c3c[nH]c4ccccc34)n2CC)s1
-2.2	O=C(CSc1cccc2cccnc12)Nc1ccc(S(=O)(=O)N2CCOCC2)cc1
0.8	COc1ccc(-c2csc3ncnc(Oc4cccc5ccc(C)nc45)c23)cc1
2.2	CCC(=O)NNc1nc2c(C)cccc2s1
3.3	CCCS(=O)(=O)N1CCC(C(=O)NCCCOCC)CC1
-0.9	CC(=O)OC1(C(C)=O)CCC2C3CC4OC45CC(O)CCC5(C)C3CCC21C (stereo unspecified)
-1.5	Cc1cc([N+](=O)[O-])nn1CCCC(=O)Nc1ccc(Cl)cc1Cl
-2.0	CN(Cc1ccccc1)C(=O)C1CCCN(Cc2cccc(Cl)c2)C1 (stereo unspecified)
-0.1	O=C(COC(=O)/C=C/c1ccc(C(F)(F)F)cc1)NCC1CCCCC1
-4.1	CCc1ccc(Nc2c([N+](=O)[O-])c(=O)oc3ccccc23)cc1
-3.9	N#C/C(=N\Nc1ccc(Cl)cc1)C(=N)N1CCCCC1
1.8	O=C(O)c1ccc2c(c1)CC(c1ccccc1)OC2=O (stereo unspecified)
-0.4	CCOC(=O)C1=C(c2ccccc2)N(C)C(=O)NC1c1ccc(O)c(OC)c1 (stereo unspecified)
-0.1	Cc1ccccc1-c1nc(C#N)c(NCc2ccco2)o1
2.7	O=C(Cc1ccccc1)Nc1ccccc1N1CCOCC1
0.6	Cc1cccc(NC(=O)c2ccccc2NC(=O)C(C)(C)C)n1
1.6	CN(C)c1nc(N)nc(CSc2nnnn2-c2ccc(Cl)cc2)n1
-0.2	O=C(Nc1cccc(Br)c1)OC1CC2CC1[C@H]1CCCCN1C2 (stereo partly specified)
2.9	Cc1nn(CC(=O)NC2CCCCC2)c(=O)c2cccn12
-0.7	O=C(NNC(=O)C1CC1)c1cc(Cl)nc2ccccc12
4.4	COc1ccc(S(=O)(=O)N(CCCN2CCCC2=O)Cc2cc3c(C)ccc(C)c3[nH]c2=O)cc1
-0.7	Cc1nc(C(=O)O)nn1-c1cc(Cl)ccc1Cl
0.1	Cc1ccc(NC(=O)Nc2ccc3c(c2)nc(C)n3C)cc1
1.8	O=[N+]([O-])c1ccc(Cc2ccncc2)cc1

Molecules listed so far containing bromine, in the order listed:
TTR transcr act	molecule
-1.4	O=C(NCc1cccnc1)Nc1ccc(Br)cc1Cl
0.8	O=C(NC(=S)NN1CCOCC1)c1cc(Br)ccc1Cl
-0.2	COc1ccccc1C(=O)N/C(=C/c1ccc(Br)cc1)C(=O)NCCCn1ccnc1
-0.2	O=C(Nc1cccc(Br)c1)OC1CC2CC1[C@H]1CCCCN1C2 (stereo partly specified)

(list continues)
TTR transcr act	molecule
0.0	NS(=O)(=O)c1ccc(CCNC(=O)NC2(C(F)(F)F)Oc3ccccc3O2)cc1
-0.1	CC(=O)Oc1cc2c(c3ccccc13)CCC2=O
-0.6	Cc1ccc(C(=O)OCC(=O)NCc2ccco2)cc1S(=O)(=O)N1CCOCC1
0.6	O=C(NCc1cccnc1)c1cc(-c2ccc(Cl)cc2)oc1C(F)(F)F
1.2	COC(=O)c1ccc(NC(=O)Cc2ccc(F)cc2)cc1
-1.8	CCn1c(CC(=O)Nc2ccc(C)c(Cl)c2)nnc1SCCOc1ccc(OC)cc1
1.4	O=C(Nc1cccs1)OCCN1CCN(Cc2ccccc2)CCC1=O
-1.4	CCCCc1c(CCC)c(=N)c2ccccc2n1C
-0.3	COc1ccc(OC)c(C(=O)Nc2ccc3[nH]ccc3c2)c1
-0.8	Nc1c(C(=O)Nc2ccccc2)sc2nc(-c3cccnc3)ccc12
0.5	O=S(=O)(NCc1ccc2c(c1)OCO2)c1cccc2nsnc12
0.6	CC(C)NC(=O)C(=O)NNC(=O)CCc1ccccc1
-0.1	COc1cccc(OC)c1C(=O)N1CCN=C1SCc1cccnc1
1.3	Fc1ccc(/C=N/Nc2ncnc3nc[nH]c23)cc1F
2.1	CC(=O)N/C(=C\c1ccccc1)C(=O)Nc1ccccc1C
-1.5	COc1ccc(-c2nc(CN3CCCCC3c3cccnc3)c(C)o2)c(F)c1 (stereo unspecified)
0.2	Cc1nc2sc(-c3ccccc3)cc2c(=O)n1/N=C/N(C)C
-3.5	CCOC(=O)c1cccc(Nc2nc(C)cc(C)n2)c1
13.4*	COCCOC(=O)C1=C(C)Nc2ncnn2C1c1ccco1 (stereo unspecified)
0.7	CC(C)(C)NC(=O)Cn1nnc(-c2ccc(OCc3c(F)cccc3Cl)cc2)n1
1.4	CCCCSc1nnc([C@H](CC(C)C)NC(=O)OC(C)(C)C)o1
-1.2	Cc1cccc2cc(C#N)c(N3CCOCC3)nc12
2.2	COc1ccc(NC(=O)CCCn2c(=S)[nH]c3ccccc3c2=O)cc1
3.6	CC(NC(=O)c1ccco1)C(=O)N1CCN(c2cccc(Cl)c2)CC1 (stereo unspecified)
0.3	CCc1ccc2cc(C)cnc2n1
-0.7	CS(=O)(=O)N(CC(=O)NC1CC1)C1CCCCC1
-0.6	CCN(CC)CCN1C(=O)C2C(C(=O)Nc3cc(C)cc(C)c3)C3C=CC2(O3)C1C(=O)NC1CCCCC1 (stereo unspecified)
4.4	CCC(Sc1ncccc1C(=O)O)C(=O)N1CCOCC1 (stereo unspecified)
-1.9	CC1CN(CCc2ccccc2)C(C)C/C1=N/O (stereo unspecified)

Of the compounds above, 18 have a Cl atom:
TTR transcr act	molecule
-1.4	O=C(NCc1cccnc1)Nc1ccc(Br)cc1Cl
4.8	CC(=O)c1sc(NC(=O)CCS(=O)(=O)c2ccc(Cl)cc2)nc1C
0.8	O=C(NC(=S)NN1CCOCC1)c1cc(Br)ccc1Cl
-1.3	Cc1nc(-c2ccncc2)nc(NCCNc2ccc(C(F)(F)F)cn2)c1Cl
4.7	CCCCOC(=O)c1ccc(NC(=O)c2cc(Cl)ccc2OC)cc1
-1.6	O=C(Cc1ccc(Cl)cc1Cl)Nc1ccc(OC(F)F)c(Cl)c1
0.0	COc1ccccc1OCC(=O)N(Cc1nc(-c2ccc(Cl)cc2)no1)C(C)C
-0.7	O=C(COC(=O)c1cccnc1Cl)Nc1cccc(S(=O)(=O)N2CCCCC2)c1
-1.5	Cc1cc([N+](=O)[O-])nn1CCCC(=O)Nc1ccc(Cl)cc1Cl
-2.0	CN(Cc1ccccc1)C(=O)C1CCCN(Cc2cccc(Cl)c2)C1 (stereo unspecified)
-3.9	N#C/C(=N\Nc1ccc(Cl)cc1)C(=N)N1CCCCC1
1.6	CN(C)c1nc(N)nc(CSc2nnnn2-c2ccc(Cl)cc2)n1
-0.7	O=C(NNC(=O)C1CC1)c1cc(Cl)nc2ccccc12
-0.7	Cc1nc(C(=O)O)nn1-c1cc(Cl)ccc1Cl
0.6	O=C(NCc1cccnc1)c1cc(-c2ccc(Cl)cc2)oc1C(F)(F)F
-1.8	CCn1c(CC(=O)Nc2ccc(C)c(Cl)c2)nnc1SCCOc1ccc(OC)cc1
0.7	CC(C)(C)NC(=O)Cn1nnc(-c2ccc(OCc3c(F)cccc3Cl)cc2)n1
3.6	CC(NC(=O)c1ccco1)C(=O)N1CCN(c2cccc(Cl)c2)CC1 (stereo unspecified)
